UGM FP inh: Mtb UDP-galactopyranose mutase inhibition; AID 504406; inhibition, % at 10 µM; purified UGM, fluorescence polarization probe displacement; 320,000 compounds, 0.06% hits; P9WIQ1; in the data active = inhibition above about 10%, passing the limit was not always enough; inconclusive = no clear call, values can overlap the other calls
Vc quorum ag: quorum light induction in luxS cqsA deficient V. cholerae. V. cholerae BH1578 lux reporter, luminescence, 6 h. activation, % at 18.7 µM. 350,000 compounds, 0.16% hits. AID 588436; in the data active = activation mostly above about 9.7%, no sharp cut-off; inconclusive = no clear call, values can overlap the other calls; inactive = mostly below about 3.7%; note: not every result past the cut was called active; inactives centre near 0; reference of the scale not given here
GDH-TPI inh: inhibits GDH-TPI coupling enzymes, artifact for Mtb FBA screen; GDH-TPI coupled enzyme counterscreen, NADH absorbance; inhibition, % at 4.8 µM; 360,000 compounds, 1.2% hits; in the data active = inhibition above about 30%;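 note: 0% = DMSO wells and 100% = wells lacking the enzyme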
TcdB inh: TcdB glycohydrolase inhibition | P18177 | AID 652162 | TcdB glycohydrolase enzymatic assay, plate reader | inhibition, % at 9.99 µM | 350,000 compounds, 0.24% hits; in the data active = inhibition above about 10%
FadD28 FP inh: inhibitors of Mycobacterium tuberculosis FadD28 bisubstrate binding; FadD28 bisubstrate probe binding, fluorescence polarization; 360,000 compounds, 0.22% hits; inhibition, % at 12.5 µM; in the data active = inhibition above about 8.5%, passing the limit was not always enough; inconclusive = no clear call, values can overlap the other calls
Mtb BioA inh: inhibitors of Mycobacterium tuberculosis BioA enzyme; purified M. tuberculosis BioA enzyme, plate reader; inhibition, % at 9.99 µM; 360,000 compounds, 0.096% hits; in the data active = inhibition above about 40%; inconclusive = no clear call, values can overlap the other calls
Y pestis TopoI: Y. pestis Topo-I inhibition via cleavage products; Y. pestis Topo-I cleavage product accumulation, plate reader; activity, % at 10 µM; 360,000 compounds, 0.064% hits; in the data active = activity above about 50%, passing the limit was not always enough; inconclusive = no clear call, values can overlap the other calls; note: inactives centre near 2
PfHsp40 yeast: restores yeast growth despite PfHsp40 toxicity; S. cerevisiae expressing PfHsp40, growth rescue, ATP luminescence; growth rescue, % at 12.5 µM; 340,000 compounds, 0.68% hits; in the data active = growth rescue above about 28%, passing the limit was not always enough; inconclusive = no clear call, values can overlap the other calls;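 note: yeast W303a lacking pdr1 and pdr3 grown in galactose medium; growth measured after three days at 30 °C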
FBA Mtb inh: inhibitors of M. tuberculosis fructose-bisphosphate aldolase; P9WQA3; purified M. tuberculosis FBA, fluorescence read-out; inhibition, % at 1 µM; 360,000 compounds, 2.3% hits; in the data active = inhibition above about 27%;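 note: 0% = vehicle and 100% = reference inhibitor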
Starred values were filed as active, the others as inactive; i = inactive; ? = inconclusive; · = not tested or not shown.

SMILES	UGM FP inh	Vc quorum ag	GDH-TPI inh	TcdB inh	FadD28 FP inh	Mtb BioA inh	Y pestis TopoI	PfHsp40 yeast	FBA Mtb inh
C/C(=N\NC(=O)CCCOc1ccc(Cl)cc1C)c1ccc(C)o1	-1.7	-0.4	-5	·	-2.2	-0.3	0	5.5	0
CC(C)Cc1ccc(/C=C/C(=O)N2CCOCC2)cc1	0.7	i	0	1.0	1.0	-0.1	13	0.3	2
O=C(NCC1CCCO1)c1ccc2c(c1)N(Cc1ccccc1)C(=O)CS2 (centres undefined)	0.1	0.7	2	-0.5	-0.6	1.6	6	1.8	-3
COCCn1c(SCC(=O)Nc2ccc(C(N)=O)cc2)nc2c([nH]c3ccccc32)c1=O	3.5	-12	-2	1.3	-1.2	-1.2	7	-0.2	5
CCOC(=O)C1CCN(S(=O)(=O)c2cccc(-c3cn4ccccc4n3)c2)CC1	1.9	i	0	·	-1.6	0.5	-1	0.3	5
CCOC(=O)C1CCN(C(=O)C2CCN(S(=O)(=O)c3ccc4ccccc4c3)CC2)CC1	-7.6	i	2	-0.4	-1.0	-1.6	18	-0.4	0
COc1ccc(S(=O)(=O)N2CCCCC2)cc1NC(=O)Cc1ccc(Br)cc1	·	-1.3	-4	0.6	-0.3	0.5	16	-0.4	-1
CCCCc1nc2ccc(F)cc2cc1C	·	·	·	1.4	0.3	-1.1	·	·	-1
Cc1ccccc1-c1cccc([C@@H]2C[C@H]3CN(Cc4cccnc4)C(=O)[C@]34CCCN24)c1	-0.4	-0.2	-3	1.0	-10	·	39	1.0	-5
O=C(COc1cccc2ccccc12)Nc1nc2ccccc2[nH]1	-0.5	i	0	·	-8.7	0.1	-10	3.7	2
Cc1ccc(-c2cc(-c3ccccc3)c3c(N)c(S(C)(=O)=O)sc3n2)cc1	3.2	-0.1	14	·	0.6	0.1	21	4.0	15
COc1ccccc1NS(=O)(=O)c1ccc(Cl)c(NC(=O)c2sc3cc(Cl)ccc3c2Cl)c1	-1.2	2.8	-2	-2.1	0.5	·	4	-0.5	-2
CN(C1CCCCC1)S(=O)(=O)c1ccccc1	1.7	i	-18	·	-2.5	-0.4	-10	-0.7	2
CCOC(=O)C1(N(CC)CC)Sc2cc(C)ccc2NC1=O (centres undefined)	-3.6	i	-18	·	-4.3	-0.8	28	-0.4	2
COc1ccc(N2C(=O)C(CC(=O)O)S/C2=C\C(C)=O)cc1 (centres undefined)	5.4	i	4	·	0.4	-3.2	0	-0.7	-4
O=C(O)CC/C(=C/c1cccc(NC(=O)c2ccccc2Cl)c1)c1nc2ccccc2s1	·	·	37*	1.3	-15	·	14	0.2	12
CCOC(=O)c1c(-c2ccc(F)cc2)csc1NC(=O)c1c(-c2ccccc2)noc1C	1.3	-0.3	13	·	-1.0	-0.2	8	32*	-1
Cc1[nH]c(C)c(S(=O)(=O)Nc2cccc(Cl)c2C)c1C(=O)N1CCCC1	1.4	-0.7	-4	-0.4	-3.5	-0.5	4	1.5	-2
COc1ccc(CCNC(=O)CC(Cc2ccccc2)C(=O)O)cc1OC (centres undefined)	-1.5	i	7	-0.1	1.3	-0.1	5	-0.9	3
CCCCN(C(=O)CSCC(=O)Nc1ccc(OC)cc1)c1c(N)n(Cc2ccccc2)c(=O)[nH]c1=O	-1.6	2.3	6	2.0	-0.4	2.2	17	1.6	0
N#C/C(=C\c1cccs1)C(=O)NCc1cccnc1	-1.3	i	36*	1.3	-1.2	·	6	0.6	-1
Cc1ncsc1CCOC(=O)c1ccc([N+](=O)[O-])cc1	1.6	i	-4	-0.3	0.5	·	6	0.1	0
CCn1c(=S)sc2c(=O)[nH]c(C)nc21	0.5	9.1	21	·	-4.2	-1.0	9	0.0	-2
CCCCC12CN3CCN(CC(C3)/C1=N\NC(=O)c1ccccc1N)C2	-0.8	-0.7	4	·	-2.9	1.4	-2	0.1	11
O=C(O)c1ccc(COc2ccc3c(c2)CCC3)cc1	-0.2	-0.4	-12	-2.1	-5.1	-1.2	-3	1.2	-1
Cc1ccc2cc(CN(C(=O)c3ccco3)c3ccccc3)c(=O)[nH]c2c1	-2.4	i	14	·	-0.5	·	12	0.2	-1
C[C@@H](NC(=O)c1nc[nH]c1C(=O)NCC(=O)OC(C)(C)C)c1ccccc1	-0.9	i	-7	0.6	-3.8	1.3	-8	-0.7	0
COc1ccc(-c2nc(CS(=O)CC(=O)NC3CCCCC3C)c(C)o2)cc1 (centres undefined)	2.1	i	6	0.1	-1.0	0.3	17	?	2
Cn1cnc2cc(NS(=O)(=O)c3ccc(Br)cc3)ccc21	1.2	4.5	5	·	-2.0	-0.7	-4	0.5	1
CCOc1ccc(-c2cc(CCCC(=O)NCc3cccnc3)no2)cc1	-1.5	-0.6	-8	1.2	-0.8	-0.1	23	1.5	1
CC(C)CCNC(=O)C(=O)NC1CCCC1	3.0	i	-11	1.1	-1.7	·	1	-0.6	-1
Cc1ccc(C(=O)C(C)N2C(=O)NC(C)(c3ccccc3)C2=O)cc1 (centres undefined)	2.5	-0.4	7	2.1	-1.5	·	10	-1.8	5
COc1cc(NC(=O)CCc2nnc3ccc(N4CCN(C)CC4)nn23)cc(OC)c1	3.1	-0.4	-9	1.2	-5.5	0.3	0	-1.1	-3
CCN(CC)S(=O)(=O)c1nnc(NC(=O)c2ccco2)s1	-1.6	0.4	24	-4.9	-1.6	·	-2	-0.8	1
Cc1ccc(OCCCCN2CCc3ccccc3C2)c(C)c1	0.7	i	11	0.4	-2.0	0.1	13	2.3	2
O=C(Nc1ccccc1)c1nc[nH]c1C(=O)N1CCc2ccccc2C1	2.8	i	3	0.2	-4.8	-0.5	18	6.2	1
CCOc1ccccc1NC(=O)c1ccc(S(=O)(=O)N2CCOCC2)cc1	0.8	-0.4	-3	·	-2.7	-0.1	-2	-0.4	1
CCNC(=O)C1(C)CCCN(Cc2ccccc2-c2ccccc2)C1 (centres undefined)	·	-0.2	3	1.3	-0.1	0.6	13	·	-1
Cc1ccc(C(=O)COC(=O)c2ccncc2)cc1[N+](=O)[O-]	-1.2	-0.3	4	·	-1.0	·	-6	3.0	4
COc1ccc(-c2ccc(=O)n(CC(=O)Nc3ccc(C(=O)NC4CC4)cc3)n2)cc1OC	-1.8	-0.3	16	·	0.7	0.0	-5	0.4	-1

Next part, starting with the last 5 of the part before.
SMILES	UGM FP inh	Vc quorum ag	GDH-TPI inh	TcdB inh	FadD28 FP inh	Mtb BioA inh	Y pestis TopoI	PfHsp40 yeast	FBA Mtb inh
O=C(Nc1ccccc1)c1nc[nH]c1C(=O)N1CCc2ccccc2C1	2.8	i	3	0.2	-4.8	-0.5	18	6.2	1
CCOc1ccccc1NC(=O)c1ccc(S(=O)(=O)N2CCOCC2)cc1	0.8	-0.4	-3	·	-2.7	-0.1	-2	-0.4	1
CCNC(=O)C1(C)CCCN(Cc2ccccc2-c2ccccc2)C1 (centres undefined)	·	-0.2	3	1.3	-0.1	0.6	13	·	-1
Cc1ccc(C(=O)COC(=O)c2ccncc2)cc1[N+](=O)[O-]	-1.2	-0.3	4	·	-1.0	·	-6	3.0	4
COc1ccc(-c2ccc(=O)n(CC(=O)Nc3ccc(C(=O)NC4CC4)cc3)n2)cc1OC	-1.8	-0.3	16	·	0.7	0.0	-5	0.4	-1
CCN1CCN(C(C(=O)NC2CCCCC2)c2ccnc3ccccc23)CC1 (centres undefined)	·	·	·	-0.1	-4.5	0.4	·	·	-2
COc1ccc(-n2c(C)cc(/C=C/c3nc(O)c([N+](=O)[O-])c(=O)[nH]3)c2C)cc1	-3.1	0.2	16	0.5	-1.6	·	-11	-0.9	-5
O=C(Nc1cccc(-c2nc3ncccc3o2)c1)c1sc2cc(Cl)ccc2c1Cl	-3.1	i	6	0.4	-2.1	-0.5	11	-0.6	3
O=C(C1=C(O)C(=O)N(c2ncccn2)C1c1ccc(Cl)cc1)c1ccco1 (centres undefined)	-1.8	-5.3	5	·	-2.3	·	-5	-0.9	-3
O=C(CNS(=O)(=O)c1ccc(Cl)c(C(F)(F)F)c1)NC1CCCCCC1	-3.5	i	-1	-0.9	-1.9	0.0	9	0.4	0
Cc1nc2ccc3nc(NC(=O)c4ccc(S(=O)(=O)N5CCOCC5)cc4)sc3c2s1	-1.5	-0.2	6	·	-0.7	-0.8	4	-1.6	-2
C=CCOc1ccccc1CNCCc1ccc(S(N)(=O)=O)cc1	-0.2	-0.4	-5	2.4	-0.6	·	1	·	-2
CCC(=O)Oc1c(S(=O)(=O)c2ccc(C)cc2)c(C)nn1C(C)(C)C	-2.0	0.6	-8	·	-5.5	0.6	19	-0.7	0
Cc1ccc(OCC(=O)Nc2sc3c(c2C#N)CCC3)cc1	-1.1	0.9	14	1.1	-0.2	-0.5	25	-0.4	2
CNC(=O)C1Cc2c(-c3ccccc3Oc3ccccc3)ccnc2O1 (centres undefined)	·	i	4	13*	-2.1	0.6	13	·	-1
CCNC(=O)CSc1nc2cc(S(=O)(=O)Nc3ccc(OC)cc3)ccc2o1	-2.2	i	-4	-2.3	-0.9	-0.1	10	1.2	-2
CCOC(=O)c1cnc2ccc(OC)cc2c1NCCN1CCOCC1	4.9	1.8	6	2.1	-2.5	0.5	0	2.5	7
O=S(=O)(NC1CCCCC1)c1ccc(Br)cc1	-2.3	-0.7	-1	·	-6.8	0.9	-3	0.1	4
Cc1ccc(Cn2c(C3CCCN3c3nc(-c4cc(Cl)c(N)c(Cl)c4)cs3)nc3cc(Cl)c(Cl)cc32)cc1 (centres undefined)	0.4	i	29	-0.6	-2.0	-0.9	-9	-0.4	-2
O=C(Nc1ccccc1N1CCOCC1)c1cccc(S(=O)(=O)N2CCOCC2)c1	-1.0	-0.3	1	-0.4	-3.8	-2.1	15	-1.1	0
COC(=O)c1nc2ccccn2c1F	0.3	i	-10	0.7	-4.2	-0.6	-5	-0.6	10
CCOC(=O)N1CCN(C(=O)c2ccccc2CCc2ccccc2)CC1	1.0	i	0	·	-0.7	-0.5	25	0.7	0
N#Cc1cccc(NC(=O)CN2CCCCCC2)c1	-1.8	-1.2	2	0.2	-3.1	0.6	-6	-0.9	3
CCCCCCn1c(SCC(=O)c2ccccc2)nc2c1c(=O)[nH]c(=O)n2C	1.6	2.1	7	-1.3	-0.1	-0.7	7	?	2
Cc1nnc(NC(=O)c2ccc3ccccc3n2)s1	1.1	-0.3	7	0.5	-3.2	1.0	-4	-0.1	-10
Cc1cccc(N2C(=O)SC(N(C)c3ccccc3)C2=O)c1 (centres undefined)	-1.3	-0.2	3	·	-3.9	-0.7	5	0.5	0
CCC(CC)C(=O)Nc1ccc(Nc2ccccc2)cc1	-0.1	-0.4	-5	0.4	-4.3	·	-3	0.4	1
C/C(=N/NC(=O)c1cccs1)c1ccc(NC(=O)COc2ccc(Cl)cc2)cc1	-0.6	4.8	6	·	-0.1	0.8	17	-0.5	5
Cc1ccccc1-n1ncc(C(C)NC(=O)c2ccco2)c1C (centres undefined)	-1.1	-0.2	1	0.7	0.7	·	-8	0.4	1
COc1ccc(C(=O)N2CCN(c3ncccn3)CC2)cc1S(=O)(=O)N1CCOCC1	2.3	i	4	-0.1	-0.7	0.6	2	0.7	-2
Cc1nn(CC(=O)c2cccc(Cl)c2)c(C)c1[N+](=O)[O-]	-4.2	-0.4	6	1.7	-0.8	·	-4	0.2	0
Cc1ccc(Nc2cc(C)nc3nnnn23)cc1	-0.8	-7.1	8	·	-1.6	3.0	2	-1.4	0
Cc1c(Nc2cc(=O)oc3ccccc23)c(=O)n(-c2ccccc2)n1C	0.9	17*	3	·	-0.9	3.5	1	0.7	-5
Cc1ccc(NC(=O)c2ccccc2OCc2ccc([N+](=O)[O-])cc2)nc1	0.8	2.8	4	-1.0	0.8	·	6	-1.3	1

High-throughput results: PubChem BioAssay, several laboratories
